# Screening data (PubChem BioAssay)
# HMGR II inh: E. faecalis class II HMG-CoA reductase inhibition. purified E. faecalis HMGR, NADPH absorbance 340 nm kinetic. AID 1066. hit rate 0.41% among 190,000. inhibition, % at 10 µM;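 active = inhibition above a set limit, the median over all tested compounds plus 3 SD, cut at about 9.5% in these data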;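 also: enzyme runs in reverse so mevalonate oxidation gives rising NADPH absorbance; 0% = complete reaction with DMSO and 100% = background rate lacking mevalonate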
# SRC2 TRFRET art: TR-FRET artefact, counter-screen to PPARgamma/SRC-2 agonist assay | active compounds read high | TR-FRET ratio at 8 µM | hit rate 0.4% among 200,000 | AID 1049; in the data active = TR-FRET ratio above about 2000; also: inactives centre near 1500
# Redox H2O2 prof: compounds producing H2O2 with reducing agent – biochemical, NIH compound library profiling, artefact control for MLSCN library redox annotation, primary screen | DTT-dependent redox cycling H2O2, phenol red/HRP absorbance; 100% = 100 µM peroxide control, 0% = buffer | activation, % at 10 µM | hit rate 0.03% among 200,000 | AID 878;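 active = activation of at least 50% relative to the plate's high and low controls in the primary single-dose screen; inactive = activation below 50%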;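 also: compound incubated with DTT at 0.8 mM final as the reducing agent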
# PPARg SRC-2 ag: promotes SRC-2 coactivator recruitment by human PPARgamma; PPARgamma LBD-SRC-2 recruitment, biochemical; hit rate 0.34% among 200,000; activation, % at 8 µM; P37231; in the data active = activation above about 22%;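 also: 0% = vehicle and 100% = reference agonist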
# bIAP inhibitor: blocks bovine intestinal alkaline phosphatase activity; inhibition, % at 20 µM; purified bovine IAP, CDP-star luminescence, 30 min; 190,000 tested, under 10 active;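 active = over 50% inhibition of intestinal alkaline phosphatase at 20 µM in the single-dose screen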
#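 test system = bovine IAP enzyme | medium = DEA buffer 100 mM, pH 9.8, with MgCl2 1.0 mM, ZnCl2 0.02 mM | detection = luminescence | dosing = single compound dose of 20 µM, 2% DMSO final | incubation = 30 min reaction at room temperature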
# RAM network inh: yeast RAM network inhibition; S. cerevisiae dse1pr::URA3 reporter, 5-FOA growth OD615, 2 d; analog-sensitive cbk1-as2 kinase mutant strain; inhibition, % at 50 µM; hit rate 1.8% among 190,000; AID 868;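 active = inhibition above a set limit, 3 SD over mean compound inhibition, cut at about 8.4% in these data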;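 also: 0% = DMSO-only wells with no growth and 100% = 10 µM 1-NA-PP1 full growth; inhibition rescues growth on 5-FOA so higher OD means more RAM inhibition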
# S1P3 antag: blocks the human S1P3 receptor. hit rate 0.27% among 170,000. Q99500. inhibition, % at 4.98 µM. CHO S1P3 NFAT-BLA reporter, FRET fluorescence, antagonist mode;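 active = inhibition above the plate cutoff, the mean inhibition of test wells on that plate plus 3 SD, cut at about 28% in these data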;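 also: cells challenged with S1P at its EC80 of 0.8 µM; blue over green emission ratio from cleaved BLA substrate after 4 h stimulation; 0% = S1P-stimulated wells and 100% = unstimulated DMSO-only wells; some compounds past the cut are filed as inactive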
# Target sequence (Q99500 whole entry, looked up): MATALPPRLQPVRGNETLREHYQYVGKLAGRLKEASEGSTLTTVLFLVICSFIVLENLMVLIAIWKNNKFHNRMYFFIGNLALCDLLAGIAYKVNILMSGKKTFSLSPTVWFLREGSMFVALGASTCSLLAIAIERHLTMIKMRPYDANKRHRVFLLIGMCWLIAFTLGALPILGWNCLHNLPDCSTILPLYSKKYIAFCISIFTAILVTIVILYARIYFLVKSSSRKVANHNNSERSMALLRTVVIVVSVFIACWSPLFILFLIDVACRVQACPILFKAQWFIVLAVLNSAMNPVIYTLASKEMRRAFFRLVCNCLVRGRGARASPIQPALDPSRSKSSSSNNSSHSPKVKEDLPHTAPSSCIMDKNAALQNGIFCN
# L major viab: inhibitors of Leishmania major promastigote growth; Leishmania major promastigotes, resazurin fluorescence viability; inhibition, % at 10 µM; hit rate 9% among 200,000; AID 1063; in the data active = inhibition above about 50%;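 also: promastigotes grown with compound for 44 hours at 28 °C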
# ROMK primary: modulators of human ROMK potassium channel. hit rate 2% among 130,000. Tet-inducible ROMK, thallium flux fluorescence; actives lie on both sides. B-score at 10 µM. P48048;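 active = signal ratio slope over the read window, or its plate-corrected B-score, at least 3 SD from the plate mean, either direction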;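 also: B-score of the F/F0 ratio slope over 7 to 12 s after thallium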
# Target sequence (P48048 whole entry, looked up): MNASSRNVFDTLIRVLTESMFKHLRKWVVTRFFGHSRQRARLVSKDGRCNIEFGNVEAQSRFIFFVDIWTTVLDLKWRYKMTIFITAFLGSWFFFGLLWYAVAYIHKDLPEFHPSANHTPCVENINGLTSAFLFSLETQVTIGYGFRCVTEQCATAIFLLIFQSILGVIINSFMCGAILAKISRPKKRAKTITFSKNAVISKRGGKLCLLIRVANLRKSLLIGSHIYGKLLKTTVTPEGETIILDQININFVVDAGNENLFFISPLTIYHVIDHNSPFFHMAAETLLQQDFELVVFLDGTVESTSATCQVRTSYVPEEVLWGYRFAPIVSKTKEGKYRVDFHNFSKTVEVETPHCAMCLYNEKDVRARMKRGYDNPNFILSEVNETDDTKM
# PPARg SRC-3 ag: PPARgamma-driven SRC-3 recruitment agonism | P37231 | biochemical PPARgamma/SRC-3 coactivator recruitment assay | activation, % at 8 µM | hit rate 0.26% among 200,000 | AID 731; in the data active = activation above about 23%;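 also: 0% = DMSO and 100% = reference agonist; some compounds past the cut are filed as inactive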
# PPARg SRC-1 ag: promotes SRC-1 coactivator recruitment by human PPARgamma; P37231; PPARgamma-SRC-1 coactivator recruitment biochemical assay; activation, % at 8 µM; hit rate 0.41% among 200,000; AID 631; in the data active = activation above about 19%;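 also: 0% = DMSO and 100% = reference agonist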
# * = called active by the depositor; x = no result given.
SMILES,HMGR II inh,SRC2 TRFRET art,Redox H2O2 prof,PPARg SRC-2 ag,bIAP inhibitor,RAM network inh,S1P3 antag,L major viab,ROMK primary,PPARg SRC-3 ag,PPARg SRC-1 ag
COc1ccc(S(=O)(=O)N2CCC(C(=O)N3CCCCC3)CC2)cc1Cl,-6,1384,-0.6,-3,4,-0.9,x,7,x,0,2
CCC(C)NS(=O)(=O)c1ccc(OCC(=O)Nc2ccc3c(c2)OCO3)cc1 (stereo not drawn),-1,1319,0.0,-6,10,2.8,x,-3,0.39,-4,0
CC(NC(=O)c1cccc(Br)c1)c1ccccc1 (stereo not drawn),-2,1480,4.0,2,-14,0.8,1,-2,-0.28,-1,3
Cc1c(C(=O)N2CCN(c3ccccc3)CC2)sc2ncnc(N3CCN(c4ccccc4)CC3)c12,x,1591,0.2,2,x,x,-1,0,-0.61,14,0
O=S(Cc1ccc(Cl)cc1)c1ncc(CO)n1Cc1ccccc1 (stereo not drawn),1,1479,-0.3,1,-2,1.0,-16,2,0.12,3,1
CC1=NCC(C)c2c1[nH]c1ccccc21 (stereo not drawn),3,1351,-3.7,-5,4,0.5,x,84*,0.16,-5,-4
Cc1ccc(S(=O)(=O)c2c(N)n(/N=C/c3ccco3)c3nc4ccccc4nc23)cc1C,1,1731,0.5,9,-4,4.0,19,79*,x,7,11
CC1CC(C)CN(S(=O)(=O)c2ccc(C(=O)N(c3ccccn3)C3CCCCC3)cc2)C1 (stereo not drawn),1,1520,-0.2,3,4,5.0,-7,11,-1.7,4,7
COc1ccccc1CNC(=O)c1cc2c(=O)[nH]c3ccccc3c2n1C,-3,1612,-1.6,4,-33,1.4,-4,-1,1,5,4
CCOc1cc(CNC(CC)CO)ccc1OCC(=O)Nc1cccc(C(F)(F)F)c1 (stereo not drawn),0,1529,0.7,2,-2,1.1,-9,82*,-1.6,4,0
Cc1ccc(N=C2NC(=O)/C(=C/C=C/c3ccco3)S2)cc1C,-5,1708,0.1,7,6,-0.8,-13,17,x,13,6
Cc1ccc(S(=O)(=O)CCc2nnc(N)s2)cc1,-9,1473,0.2,-3,-6,1.1,x,-5,x,12,6
Cc1nc(Nc2nc3ccccc3o2)nc(C)c1C,0,1598,-1.0,-4,-51,1.2,-8,-1,-0.059,-3,2
O=C(CN1CCCC1)Nc1cc(F)ccc1F,5,1703,-3.1,10,-12,0.8,-9,-13,1.2,-1,7
Cc1ccc(S(=O)(=O)N2CCCC(C(=O)NCCC(C)C)C2)cc1 (stereo not drawn),-4,1529,-0.5,3,-6,0.6,-1,-1,0.079,-3,-7
CCOc1ccccc1Nc1nc(-c2sc(NC(=O)c3cccc(Cl)c3)nc2C)cs1,-4,1540,-3.5,2,8,7.2,x,12,0.37,5,-2
Cc1ccccc1OCC(=O)NCCN1CCCC1,0,1644,0.6,-3,0,0.7,-1,-2,0.81,12,4
CCN(/C=N/c1sc2c(c1C#N)CC(C)(C)NC2(C)C)CC,2,1477,0.0,5,22,0.9,x,17,0.37,-1,1
COCCNc1c(-c2cc3ccc(C)c(C)c3[nH]c2=O)nc2ccccn12,-5,1390,-1.2,0,10,1.5,1,5,0.12,-1,0
O=C(O)CSc1nc(-c2cccs2)cc(C(F)(F)F)n1,0,1496,0.8,-3,-6,3.2,-11,-1,0.77,2,2
O=C(CSc1nc2ccccc2o1)NCCOc1ccccc1,2,1766,-0.8,4,0,0.0,-41,-5,-2.8,4,3
CCN(CCNS(=O)(=O)c1ccc2[nH]c(=O)sc2c1)c1ccccc1,-5,1515,-0.7,6,21,-0.1,10,-8,x,15,2
COc1ccc(CN(C)C(C)C(=O)Nc2ccc(S(=O)(=O)N3CCCC3)cc2)c(OC)c1OC (stereo not drawn),1,1637,-0.9,8,-13,1.2,0,27,-1.6,7,9
Cc1cc(C)n2c(SCC(=O)N(C)C3CCCCC3)nnc2n1,0,1408,-0.3,5,6,1.0,-6,1,1.3,2,-3

# Two of these compounds, reformatted:
# Results follow in this order: HMGR II inh | SRC2 TRFRET art | Redox H2O2 prof | PPARg SRC-2 ag | bIAP inhibitor | RAM network inh | S1P3 antag | L major viab | ROMK primary | PPARg SRC-3 ag | PPARg SRC-1 ag
> Cc1nc(Nc2nc3ccccc3o2)nc(C)c1C
 : 0 | 1598 | -1.0 | -4 | -51 | 1.2 | -8 | -1 | -0.059 | -3 | 2
> O=C(CN1CCCC1)Nc1cc(F)ccc1F
 : 5 | 1703 | -3.1 | 10 | -12 | 0.8 | -9 | -13 | 1.2 | -1 | 7

# Next structures
SMILES,HMGR II inh,SRC2 TRFRET art,Redox H2O2 prof,PPARg SRC-2 ag,bIAP inhibitor,RAM network inh,S1P3 antag,L major viab,ROMK primary,PPARg SRC-3 ag,PPARg SRC-1 ag
COCc1nc2ccccc2n1Cc1ccccc1C,0,1323,-0.8,0,5,1.2,0,14,x,-2,3
COc1ccccc1-n1c(-c2ccccc2)n[nH]c1=S,6,1508,-0.1,3,10,0.4,2,-4,-0.88,2,-7
Cc1ccc2cc(CN(CC3CCCO3)S(=O)(=O)c3ccc4c(c3)OCCO4)c(=O)[nH]c2c1C (stereo not drawn),x,1627,-0.4,-2,x,x,-20,18,x,-2,6
CCC(C)Sc1nnc(Cc2cc(=O)[nH]c(=O)[nH]2)n1-c1ccc(F)cc1 (stereo not drawn),-2,1622,-0.8,14,-8,1.3,-17,0,x,-3,4
CC(C)Cn1c(N)c(C(=O)COC(=O)c2cc(-c3ccco3)nc3ccccc23)c(=O)n(C)c1=O,0,1456,0.5,7,-14,2.0,-2,77*,1.3,8,3
CCOCCCn1c(SCC(=O)NC(C)(C)C)nc2ccccc2c1=O,-1,1500,1.9,6,-3,1.1,-14,10,x,-12,1
COc1ccccc1C(=O)C1CCCN(C(=O)c2cc(C(C)C)no2)C1 (stereo not drawn),-2,1716,0.3,2,10,0.4,6,5,0.52,3,-5
CCOc1ccccc1C(=O)N1CCOCC1,1,1377,0.2,3,5,0.8,x,-1,-0.046,-7,-14
C=CCn1c(=N)n(CC(O)COc2ccc(OC)cc2)c2ccccc21 (stereo not drawn),1,1587,-0.4,-3,-6,0.5,-27,35,x,7,2
CCN(CC)CCNC(=O)c1ccc(NC(=O)c2cn(-c3ccccc3)nc2-c2cccs2)cc1,-6,1519,0.4,2,-9,0.5,0,100*,-0.61,6,11
CCCS(=O)(=O)c1c(S(=O)(=O)CCC)c2ccc(C(N)=O)cn2c1C(=O)OC,1,1649,-0.5,11,-3,0.8,-9,-4,0.2,5,7
CCCCCCc1c(O)nc(SCCN2CCOCC2)[nH]c1=O,0,1534,1.3,0,-22,-0.3,-15,-2,-0.84,2,-3
CC(=O)NC(CC(=O)NC1CCCCCC1)c1ccccc1 (stereo not drawn),-3,1495,0.3,-7,3,-0.4,-2,36,0.36,-1,7
COc1ccc(OC)c(-n2c(=O)c3ccccc3c3ccccc3c2=O)c1,-4,1374,-0.3,9,17,1.0,-10,1,-0.64,1,-1
COc1cc(/C=N/N2CCOCC2)ccc1OC(=O)c1ccco1,0,1490,-0.3,-1,-2,2.1,-11,-6,x,-3,0
O=C(Nc1ccccn1)c1ccc([N+](=O)[O-])o1,-5,1563,-0.1,-3,0,-1.0,5,99*,x,3,-6
CC(=O)NC(CCCNC(=S)NC1CCCCC1)C(=O)O (stereo not drawn),-2,1579,-0.6,4,-16,0.8,-23,-1,0.28,-4,-2
COc1ccc(Cn2nnnc2CN(Cc2cc3cc(C)ccc3[nH]c2=O)C2CCCC2)cc1,-1,1492,2.6,1,5,-0.9,15,43,x,12,-2
O=C(NNc1cccc(Cl)n1)c1c(Cl)cccc1Cl,-2,1581,4.0,6,-12,2.0,x,-4,x,-7,0
O=C(CCC(=O)OCc1ccc(C(=O)Oc2ccc(Cl)cc2)cc1)Nc1ccccc1,-5,1455,0.3,-1,28,5.5,-3,-3,x,2,5
O=C(Cc1sc(-c2ccccc2Cl)nc1-c1ccccc1)Nc1ccc(F)cc1,1,2292*,0.6,15,11,2.1,x,11,0.041,13,29*
CCOC(=O)CSc1nc2c(sc(=S)n2Cc2ccco2)c(=O)n1-c1ccc(F)cc1,-3,1474,-0.2,-3,3,7.2,x,-6,0.59,-2,-5
CCN(CC)CC#CC(C)(C)OC(C)=O,x,1509,1.5,6,x,x,x,-7,x,-8,-1
O=C1CCC([N+](=O)[O-])C(c2cc3c(cc2Cl)OCO3)N1 (stereo not drawn),-7,1312,-0.6,15,4,-0.8,-9,-6,-0.13,1,1
CCC(Sc1nc2n[nH]c(C)c2c(=N)n1-c1ccc(C)c(Cl)c1)C(=O)N1CCOCC1 (stereo not drawn),-1,1535,0.3,6,-6,4.1,-18,10,x,-7,6
O=C(Nc1ccc(C(=O)N2CCOCC2)cc1)Nc1ccc(Cl)cc1Cl,-2,1409,0.2,2,0,1.1,-13,-4,-0.94,-6,-2
Cc1ccccc1N(CC(=O)N/N=C/c1ccccc1Cl)C(=O)c1ccccc1,-1,1585,0.1,5,5,3.3,x,38,0.89,0,6
OCC12COC(c3ccccc3)N1C(c1ccccc1)OC2 (stereo not drawn),-6,1389,3.0,-7,7,1.9,6,-5,-0.0099,2,-1
CCOC(=O)c1ccc(NC2OC(=O)c3ccccc32)cc1 (stereo not drawn),4,1375,-0.2,12,0,-0.2,-4,-6,x,-4,6
COc1ccc(CS(=O)(=O)/C(Cl)=C(/Cl)C(=O)Nc2ccc(OC)nc2)cc1,-4,1544,0.2,6,19,4.7,x,32,-2.8*,2,6
COc1ccc(C2=NCCc3cc(OC)c(OC)cc32)cc1OC,-3,1560,-0.2,11,-2,0.0,24,-3,-0.069,-1,0
O=C(C1CCCO1)N1CCN(Cc2nc3ccccc3c(=O)[nH]2)CC1 (stereo not drawn),-5,1497,-0.6,22,6,0.8,x,-5,0.18,15,0
N#Cc1c(NC(=O)CN2CCN(C(=O)c3ccco3)CC2)sc2c1CCCCC2,-8,1597,-0.7,-2,3,2.1,-2,43,x,-2,-2
Cc1nnc(NC(=O)Cn2cnc3c2c(=O)n(C)c(=O)n3C)s1,5,1682,0.3,0,1,-0.5,x,-6,x,3,4
CCCc1cc2c(cc1NC(=O)c1ccc(C)cc1)OCO2,2,1441,-3.3,4,3,1.8,x,1,-0.22,1,-3
O=C(NC(=S)NCC1CCCO1)C(c1ccccc1)c1ccccc1 (stereo not drawn),-1,1521,0.5,-3,21,3.7,-2,-1,x,4,8
Cc1ccc(-c2nnc(SCC(=O)NC3CCS(=O)(=O)C3)nc2-c2ccc(C)cc2)cc1 (stereo not drawn),1,1648,x,7,38,2.8,-14,78*,0.3,-3,7
CCOc1ccc(-c2nnc(-c3cccs3)o2)cc1,0,1604,0.7,10,1,1.3,x,-4,x,13,7
COc1cc(C)ccc1OCCOCCOc1ccc([N+](=O)[O-])cc1,-8,1595,-0.6,3,-2,0.6,0,-1,-1.7*,2,2
Cc1c(C#N)c(N=CN(C)C)c(C(=O)c2ccccc2)n1-c1ccccc1,0,1420,0.2,2,5,1.3,22,7,x,5,1
